Bioassay records: PubChem BioAssay, Broad Institute
SIRT5 block – SIRT5 desuccinylase inhibitors, primary screen, biochemical, fluorescence imaging, single point, set 5 | NAD-dependent protein deacylase sirtuin-5, mitochondrial (Homo sapiens), Q9NXA8 | Purified SirT5, succinyl-peptide AMC, trypsin-coupled fluorescence | inhibition, % at 15 µM | 1.1% of 330,000 active | AID 652115, 2013; in the data active = inhibition above about 15%; inconclusive = no clear call, values can overlap the other calls
Target sequence (Q9NXA8 whole entry, looked up): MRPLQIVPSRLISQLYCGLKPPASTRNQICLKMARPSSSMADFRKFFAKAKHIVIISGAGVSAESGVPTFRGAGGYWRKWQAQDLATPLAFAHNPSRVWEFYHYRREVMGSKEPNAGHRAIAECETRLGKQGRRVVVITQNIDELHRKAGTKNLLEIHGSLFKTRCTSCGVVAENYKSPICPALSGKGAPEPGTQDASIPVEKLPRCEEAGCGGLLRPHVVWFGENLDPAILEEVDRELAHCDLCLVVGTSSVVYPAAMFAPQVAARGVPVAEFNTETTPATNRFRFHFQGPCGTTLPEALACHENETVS
ERp5 block – inhibitors of ERp5-driven insulin aggregation, primary screen, biochemical, turbidity, absorbance 650 nm, single point | 0.05% of 350,000 active | Protein disulfide-isomerase A6 (Homo sapiens), Q15084 | 90 min | inhibition, % at 9.99 µM;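 active = mean replicate inhibition above about 25%, with every replicate also reaching it, limit read from the data, passing the limit was not always enough; inconclusive = only one of those two criteria met; inactive = neither criterion met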
Target sequence (Q15084 whole entry, looked up): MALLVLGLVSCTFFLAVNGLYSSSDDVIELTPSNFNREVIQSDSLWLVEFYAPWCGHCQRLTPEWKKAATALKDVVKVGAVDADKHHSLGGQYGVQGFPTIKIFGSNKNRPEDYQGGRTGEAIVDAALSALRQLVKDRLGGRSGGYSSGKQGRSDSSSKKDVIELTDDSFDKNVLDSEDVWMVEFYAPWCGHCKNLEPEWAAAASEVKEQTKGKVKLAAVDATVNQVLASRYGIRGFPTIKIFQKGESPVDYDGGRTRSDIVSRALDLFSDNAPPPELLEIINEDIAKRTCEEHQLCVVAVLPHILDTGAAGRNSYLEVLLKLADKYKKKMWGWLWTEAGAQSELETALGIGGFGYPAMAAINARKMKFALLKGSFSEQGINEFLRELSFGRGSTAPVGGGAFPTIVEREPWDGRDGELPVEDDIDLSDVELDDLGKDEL
* marks the source's active call; other numbers are inactive results; ? = inconclusive.

The opening 5 records as a preview:
#1 O=C(Cc1cccnc1)N1CC(=O)N2[C@H](CO)[C@H](c3ccc(C4=CCCCC4)cc3)[C@@H]2C1
#2 COc1ccccc1OCC(=O)NCCCn1ccnc1
#3 CCOC(=O)N=Nc1c(O)n(Cc2ccccc2)c2ccccc12
#4 Cc1nc(NC(=O)c2ccccc2)sc1-c1cc(C(=O)N2CCOCC2)nn1CCO
#5 CCOc1ccc(NC(=O)COC(=O)c2ccc3ncsc3c2)cc1OCC
compound no.	1	2	3	4	5
SIRT5 block	0	-2	-2	6	-2
ERp5 block	16	1	0	3	-2

Results, previewed entries included:
#1 O=C(Cc1cccnc1)N1CC(=O)N2[C@H](CO)[C@H](c3ccc(C4=CCCCC4)cc3)[C@@H]2C1
#2 COc1ccccc1OCC(=O)NCCCn1ccnc1
#3 CCOC(=O)N=Nc1c(O)n(Cc2ccccc2)c2ccccc12
#4 Cc1nc(NC(=O)c2ccccc2)sc1-c1cc(C(=O)N2CCOCC2)nn1CCO
#5 CCOc1ccc(NC(=O)COC(=O)c2ccc3ncsc3c2)cc1OCC
compound no.	1	2	3	4	5
SIRT5 block	0	-2	-2	6	-2
ERp5 block	16	1	0	3	-2

Sorted by length of the SMILES (highest first): part of the list above.
#1 O=C(Cc1cccnc1)N1CC(=O)N2[C@H](CO)[C@H](c3ccc(C4=CCCCC4)cc3)[C@@H]2C1
#4 Cc1nc(NC(=O)c2ccccc2)sc1-c1cc(C(=O)N2CCOCC2)nn1CCO
#5 CCOc1ccc(NC(=O)COC(=O)c2ccc3ncsc3c2)cc1OCC
#3 CCOC(=O)N=Nc1c(O)n(Cc2ccccc2)c2ccccc12
#2 COc1ccccc1OCC(=O)NCCCn1ccnc1
compound no.	1	4	5	3	2
SIRT5 block	0	6	-2	-2	-2
ERp5 block	16	3	-2	0	1

Following part:
#6 O=C(NC[C@H]1CC[C@H]2[C@H](CN2S(=O)(=O)c2ccccc2)O1)NC1CCCCC1
#7 O=C(C1CCCCC1)N1CC2(C1)[C@@H](c1ccccc1)[C@@H](CO)N2Cc1cncnc1
#8 O=S1(=O)N[C@H](Cc2ccccc2)COc2cc(N3CCC[C@@H]3CO)ccc21
#9 CCc1c(-c2ccc(OC)c(OC)c2)ncn1CCc1ccccc1OC
#10 COc1ccc(N2c3ccccc3CN(Cc3ccccc3)[C@@H](C)[C@H]2Cc2c(C)cccc2C)cc1
compound no.	6	7	8	9	10
SIRT5 block	-2	-2	-7	-2	-5
ERp5 block	11	1	6	3	-2

#11 CCN(CC)CCn1c(=S)[nH]c2cc(C(=O)N3CC=C(c4ccccc4)CC3)ccc2c1=O
#12 COc1ccc(-c2ccccc2[C@H]2[C@@H](CO)N(C(=O)C3CCOCC3)[C@H]2C#N)cc1
#13 O=C(Nc1ccc(N2CCOCC2)c(Cl)c1)c1ccc([N+](=O)[O-])o1
#14 C[C@@H]1CN([C@H](C)CO)C(=O)c2cc(C#Cc3ccccc3)cnc2O[C@H]1CN(C)C(=O)c1ccccc1F
#15 O=C(CC1CC1)N1CC(=O)N2[C@H](C1)[C@@H](c1ccc(C#Cc3ccccc3)cc1)[C@@H]2CO
compound no.	11	12	13	14	15
SIRT5 block	4	2	-1	0	-4
ERp5 block	-8	1	5	-4	10

#16 CCOC(=O)[C@]12CCC=C1N(Cc1cccc3ccccc13)C(=O)[C@H](CC(=O)NCc1ccc(C)o1)C2
#17 Cc1ccc(C(=O)C(O)C(c2ccc(C)cc2)N2CCCCC2)cc1 (stereo not drawn)
#18 N#CCOC(=O)C1CCN(S(=O)(=O)c2ccc3c(c2)OCCO3)CC1
#19 O=C(Cc1cccnc1)N1CC(=O)N2[C@H](CO)[C@H](c3ccc(C#CC4CCCC4)cc3)[C@@H]2C1
#20 COc1ccccc1C(CC(=O)c1ccccc1)C(=O)c1ccccc1 (stereo not drawn)
compound no.	16	17	18	19	20
SIRT5 block	1	-2	1	6	17*
ERp5 block	6	-2	-6	0	1

#21 C[C@@H]1CN([C@H](C)CO)C(=O)c2cc(NS(=O)(=O)c3cccs3)ccc2O[C@@H](C)CCCCO[C@@H]1CN(C)S(C)(=O)=O
#22 O=C1COc2ccccc2C(c2nc3ccccc3[nH]2)N1Cc1ccccc1 (stereo not drawn)
#23 CC(C)NC(=O)N1CC(=O)N2[C@H](C1)[C@H](c1ccc(C#CCN(C)C)cc1)[C@@H]2CO
#24 CO[C@H]1CN(C)C(=O)c2ccc(NC(=O)c3cnccn3)cc2OC[C@H](C)N(C(C)=O)C[C@@H]1C
#25 COc1ccc(S(=O)(=O)N(C)C[C@H]2Oc3ccc(NS(=O)(=O)c4ccc(C)cc4)cc3C(=O)N([C@@H](C)CO)C[C@@H]2C)cc1
compound no.	21	22	23	24	25
SIRT5 block	7	-3	-6	-1	-6
ERp5 block	5	5	0	-7	14

Three compounds out of the list above, sorted by their value in ERp5 block, lowest first:
#23 CC(C)NC(=O)N1CC(=O)N2[C@H](C1)[C@H](c1ccc(C#CCN(C)C)cc1)[C@@H]2CO
#21 C[C@@H]1CN([C@H](C)CO)C(=O)c2cc(NS(=O)(=O)c3cccs3)ccc2O[C@@H](C)CCCCO[C@@H]1CN(C)S(C)(=O)=O
#25 COc1ccc(S(=O)(=O)N(C)C[C@H]2Oc3ccc(NS(=O)(=O)c4ccc(C)cc4)cc3C(=O)N([C@@H](C)CO)C[C@@H]2C)cc1
compound no.	23	21	25
SIRT5 block	-6	7	-6
ERp5 block	0	5	14

Next compounds.
#26 O=C(Cc1ccccc1)N1CC(=O)N2[C@H](CO)[C@H](c3ccc(C#Cc4ccccc4)cc3)[C@H]2C1
#27 Nn1c(Cc2ccccc2F)nnc1SCCOc1ccc(Cl)cc1
#28 COc1ccc2c(c1)C(=O)[C@H](O)[C@@H](c1ccc(OC)c(Br)c1)O2
#29 O=C(C1=NOC2(C1)C(=O)N(Cc1ccccc1)c1ccccc12)N1CCOCC1 (stereo not drawn)
#30 CCCCC[C@H](C)N1C[C@H](COCc2ccccc2)Oc2cc(N3CC[C@@H](N(C)C)C3)ccc2S1(=O)=O
compound no.	26	27	28	29	30
SIRT5 block	-1	0	0	-4	1
ERp5 block	2	3	0	2	3

#31 COCC(=O)N1[C@@H](C#N)[C@@H](c2ccccc2-c2cccc(OC)c2)[C@@H]1CO
#32 CCCNC(=O)N1CC2(C1)CN(C(=O)Nc1ccc(F)cc1)[C@@H](CO)c1[nH]c3cc(OC)ccc3c12
#33 COc1ccc2c3c(n(C)c2c1)[C@H](CO)N(CC1CC1)CC31CCN(C(=O)c2ccc(F)cc2)CC1
#34 N#C[C@@H]1[C@H](c2ccccc2-c2cccc(F)c2)[C@@H](CO)N1S(=O)(=O)c1cccc(F)c1
#35 CN(C)C(=O)c1ccc(-c2ccc(C3[C@@H]4CN(C(=O)Cc5ccncc5)C[C@H]3N4)cc2)cc1 (stereo partly drawn)
compound no.	31	32	33	34	35
SIRT5 block	3	5	-1	3	2
ERp5 block	-4	0	-5	-2	4

#36 CC(C)C[C@H]1CN([C@@H](Cc2ccccc2)CN2CCC[C@H]2CN2C(=O)C(=O)NC[C@@H]2Cc2ccc(O)cc2)C(=O)C(=O)N1CCc1ccccc1
#37 O=C(Cc1csc2ccccc12)NCC1CC1
#38 Fc1ccccc1-c1nc(NCc2ccco2)c2ccccc2n1
#39 O=C(Nc1cc(F)ccc1F)N1CC(=O)N2[C@H](CO)[C@H](c3ccc(-c4cccnc4)cc3)[C@@H]2C1
#40 CCCNC(=O)N1CC2(C1)[C@@H](c1ccccc1)[C@@H](CO)N2Cc1ccccn1
compound no.	36	37	38	39	40
SIRT5 block	-3	-3	1	3	1
ERp5 block	5	4	-1	-2	-1

#41 O=C1CN(Cc2ccc(F)cc2)C[C@@H]2[C@@H](c3ccc(Br)cc3)[C@@H](CO)N12
#42 COc1ccc2c3c(n(C)c2c1)[C@H](CO)N(CC1CC1)CC31CCN(Cc2ccc(F)cc2)CC1
#43 CC(CNC(=O)[C@@H](Cc1ccccc1)NC(=O)[C@H]1O[C@@H](n2cnc3c(=O)[nH]c(N)nc32)[C@H](O)[C@@H]1O)c1ccccc1 (stereo partly drawn)
#44 COC(=O)c1cc(NC(=S)Nc2cc(Cl)cc(Cl)c2)cc(C(=O)OC)c1
#45 O=C(Cc1cccnc1)N1CC2(C1)[C@@H](c1ccccc1)[C@@H](CO)N2C(=O)C1CC1
compound no.	41	42	43	44	45
SIRT5 block	-2	-1	-3	-6	-2
ERp5 block	-2	2	-1	?	6

#46 O=C(/C=C(\Nc1cccc(F)c1)c1ccccc1)c1ccccc1
#47 CN(C)CC(=O)N1[C@H](CO)[C@H](c2ccccc2-c2ccccc2F)[C@@H]1C#N
#48 CC(C(=O)NCCS(=O)(=O)c1ccc(Cl)cc1)S(=O)(=O)c1ccccc1 (stereo not drawn)
#49 COc1cccc(-c2ccc(C3[C@H]4CNC[C@@H]3N4C(=O)Nc3ccc4c(c3)OCO4)cc2)c1 (stereo partly drawn)
#50 O=C(CC1CC1)N1CC(=O)N2[C@H](CO)[C@H](c3ccc(C#Cc4ccc(F)cc4)cc3)[C@@H]2C1
compound no.	46	47	48	49	50
SIRT5 block	0	-4	-5	4	0
ERp5 block	6	-1	-1	3	0

#51 O=C(Nc1cc(F)ccc1F)N1CC(=O)N2[C@H](CO)[C@@H](c3ccc(/C=C/c4ccccc4)cc3)[C@H]2C1
#52 CCC(=O)NC[C@H]1N[C@H](CO)[C@@H]1c1ccc(-c2ccccc2F)cc1
#53 CC(C)CC#Cc1ccc([C@H]2[C@@H](CO)N3C(=O)CN(C(=O)c4ccccn4)C[C@@H]23)cc1
#54 CN(C)C(=O)c1cccc(-c2ccc([C@@H]3[C@H]4CN(C(=O)C5CCCC5)CC(=O)N4[C@H]3CO)cc2)c1
#55 c1ccc(N2[C@@H]3c4ccccc4C[C@H]2c2ccccc23)cc1
compound no.	51	52	53	54	55
SIRT5 block	-1	1	1	0	0
ERp5 block	0	-2	0	-9	-4

#56 Nc1[nH]c(C(=O)c2ccccc2)c(-c2ccncc2)c1C(=O)NC1CC1
#57 Cc1csc(SCC(=O)NCc2ccccc2Cl)n1
#58 COc1ccccc1-c1ccc([C@H]2[C@@H](CO)N(C(=O)NC3CCCC3)[C@H]2C#N)cc1
#59 COc1ccc(N2CCN(C(=O)C3CCN(S(=O)(=O)c4ccc5c(c4)CC(C)N5C(=O)C4CC4)CC3)CC2)cc1 (stereo not drawn)
#60 CC(C)(C)[S@@](=O)N1Cc2cc(C(=O)N3CCOCC3)nc(-c3cccc(Br)c3)c2[C@H]1CCO
compound no.	56	57	58	59	60
SIRT5 block	0	-1	2	1	4
ERp5 block	-1	-1	1	3	8

#61 COCC(=O)N1CC2(C1)CN(Cc1cccc(F)c1)[C@H](CO)c1c2c2ccc(OC)cc2n1C
#62 C/C=C/c1ccc([C@@H]2[C@@H](CO)N(C(C)=O)C23CN(C(=O)c2cnccn2)C3)cc1
#63 CCCC#Cc1ccc([C@@H]2[C@H]3CN(C(=O)c4ccc(F)cc4)CC(=O)N3[C@H]2CO)cc1
#64 CC=Cc1ccc2n(c1=O)C[C@H]1[C@H](CO)[C@@H](C(=O)Nc3ccc(-c4ccccc4)cc3)[C@@H]2N1CC (mixture of isomers)
#65 Cc1cccc(C)c1N1C(=O)c2ccccc2NC(=O)C1C(=O)Nc1ccc(N2CCOCC2)cc1 (stereo not drawn)
compound no.	61	62	63	64	65
SIRT5 block	-3	0	1	0	-5
ERp5 block	1	-1	8	-5	-2

#66 C[C@H](CO)N1C[C@H](C)[C@H](CN(C)S(C)(=O)=O)Oc2ccc(NC(=O)CCCCCC(=O)Nc3ccccc3N)cc2C1=O
#67 CN1/C(=C\C=C2/C(=O)Oc3ccccc3C2=O)C(C)(C)c2ccccc21
#68 O=C(CCCCl)NC1=NN(c2ccccc2)C(=O)C1
#69 CC(C)(C)NC(=O)C(c1ccncc1)n1c(=O)c(-c2ccco2)nc2ccccc21 (stereo not drawn)
#70 CCCNC(=O)N1CCC2(CC1)CN(S(C)(=O)=O)[C@@H](CO)c1c2c2ccc(OC)cc2n1C
compound no.	66	67	68	69	70
SIRT5 block	0	-5	-3	-3	2
ERp5 block	-4	-9	-2	1	1

#71 COc1cccc(CN2[C@@H](CO)[C@H](c3ccccc3)C23CN(C(=O)C2CCOCC2)C3)c1
#72 COc1ccc2c3c([nH]c2c1)[C@@H](CO)N(C(=O)c1cccnc1)CC31CCN(C(=O)CN(C)C)CC1
#73 O=S(=O)(c1ccc(-c2ccccc2)cc1)N1C[C@@H]2N[C@H](C1)C2c1ccc(-c2ccccc2)cc1 (stereo partly drawn)
#74 N#C[C@@H]1[C@H](c2ccccc2C2=CCCCC2)[C@H](CO)N1C(=O)NC1CCCC1
#75 Cc1cccc(CN2CCSCCS2(=O)=O)c1
#76 CO[C@@H]1CN(C)C(=O)c2ccc(NC(=O)c3ccno3)cc2OC[C@H](C)NC[C@H]1C
compound no.	71	72	73	74	75	76
SIRT5 block	3	-4	1	0	-1	3
ERp5 block	1	0	-5	-1	-8	0

Some of the compounds tested (hit frequency here may not be typical).
